Source: PubChem (ICCB-Longwood Screening Facility, Harvard Medical School)
PV pol inh: inhibitors of poliovirus RNA polymerase binding and polymerization. hit rate 0.66% among 150,000. P03300. % elongation, % (compound at 16.7 µg/mL). poliovirus polymerase elongation, fluorescence polarization; stronger effect = lower value. AID 588519; in the data active = % elongation below about 90%; note: some results filed as inactive read as strong as hits
Target sequence (P03300 1749-2209 limits assumed): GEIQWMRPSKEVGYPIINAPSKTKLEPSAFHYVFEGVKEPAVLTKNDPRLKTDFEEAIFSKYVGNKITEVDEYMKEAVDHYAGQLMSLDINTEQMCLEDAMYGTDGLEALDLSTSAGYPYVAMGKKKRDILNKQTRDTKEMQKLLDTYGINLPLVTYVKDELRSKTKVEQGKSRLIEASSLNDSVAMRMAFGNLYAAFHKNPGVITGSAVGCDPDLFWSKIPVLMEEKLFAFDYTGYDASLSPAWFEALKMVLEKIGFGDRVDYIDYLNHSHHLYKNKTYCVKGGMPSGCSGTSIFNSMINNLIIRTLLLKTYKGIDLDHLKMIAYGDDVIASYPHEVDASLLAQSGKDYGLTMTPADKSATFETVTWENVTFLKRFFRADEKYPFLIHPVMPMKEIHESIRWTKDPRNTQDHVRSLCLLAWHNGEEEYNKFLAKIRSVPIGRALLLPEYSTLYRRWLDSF
PV pol inh FP z-score: recorded beside PV pol inh, whose call it bears; z-score; measured here: FP z-score; hits read low
Starred values were filed as active, the others as inactive. A portion of the library (hit frequency here may not be typical).

Values run as follows: PV pol inh FP z-score, PV pol inh
Cc1ccccc1NC(=O)CCNC(=O)Cn1ccc2ccccc2c1=O
→ 0.5, 108
CCn1c(=O)c2cc(C(=O)Nc3cc(F)ccc3F)sc2c2ccccc21
→ -0.2, 101
Cc1nn(-c2ccc(F)cc2)c(-n2cccc2)c1C(=O)NCCc1ccc(Cl)cc1
→ -1.1, 103
O=C(NC(=O)c1ccccc1)Nc1ccc(-n2nc(C(F)(F)F)cc2C(F)(F)F)cc1
→ -0.3, 102
CCC(C)C(=O)Nc1ccc(-c2nnc(-c3ccccc3)o2)cc1 (stereo not given)
→ -0.1, 102
Clc1ccc(CCNc2nc3cc(Cl)c(Cl)cc3n3cnnc23)cc1
→ 1, 109
Cc1ccc(-c2cc(NC(=O)COc3c(C)cc(C)cc3C)on2)cc1
→ 0.1, 108
CC1(C)CC(=O)C2=C(C1)N(Cc1ccco1)C1=C(C(=O)c3ccccc31)C2c1ccc(F)cc1 (stereo not given)
→ 0.2, 101
COc1cccc(N2CCN(C(=O)CCCCCn3c(=O)[nH]c4ccccc4c3=O)CC2)c1
→ 0.3, 107
N#Cc1nn(-c2ccccc2)c(=O)n(Cc2ccccc2)c1=O
→ -0.5, 101
COc1ccc(-c2noc(CC(=O)N(C)c3ccccc3F)n2)cc1
→ 0.4, 109
CCC1CCCCN1CCCNc1nc(=S)[nH]c2ccccc12 (stereo not given)
→ 0.1, 102
COc1cccc(-n2c(/C=C/c3cccc(C)c3)nc3ccccc3c2=O)c1
→ -0.2, 103
COc1ccc(Cl)cc1NC(=O)CSc1ccc(-c2sc(C)nc2C)nn1
→ 0.7, 110
CN1C(=O)C2C=CC1C1C(=O)N(c3ccccc3)C(=O)C21 (stereo not given)
→ 1.3, 103
Cc1ccc(OCC(=O)Nc2ccc(Cl)cc2C(=O)c2ccccc2)cc1
→ -0.6, 99
Cc1cccc(-n2c(=O)c3c(c4cc(C)ccc4n3C)n(CC(=O)N3CCCC3)c2=O)c1
→ -0.7, 104
CCOC(=O)c1ccccc1NC(=O)Cn1c(=O)n(Cc2ccccc2)c(=O)c2c(C)c(C)sc21
→ 0.1, 106
CC1CCCCN1CCCNC(=O)c1ccc2c(c1)sc1nc(-c3ccc(F)cc3)cn12 (stereo not given)
→ -1.2, 101
O=C(/C=C/c1cccs1)N(Cc1ccccn1)c1nc2ccccc2s1
→ -1, 100
COC(=O)c1ccc(OCC(O)CNCC2CCCO2)c(OC)c1 (stereo not given)
→ -0.5, 99
COc1ccccc1OCc1ccc(C(=O)OCC2CCCO2)o1 (stereo not given)
→ -0.4, 100
Cn1c(/C(C#N)=C(\O)c2ccccc2)nc2ccccc21
→ 0.2, 101
O=CNC1CCCc2c1[nH]c1ccc(F)cc21 (stereo not given)
→ 1.1, 115
O=C(O)c1ccc(-c2ccccc2)[nH]1
→ -0.1, 100
Cc1ccc(N2C(=O)[C@@H]3CSC(c4ccc(F)cc4)N3C2=O)cc1 (stereo not given in full)
→ -0.3, 102
CC(=O)Oc1c(O)ccc2c(C)cc(=O)oc12
→ -0.1, 102
Cc1ccc(Cl)cc1Nc1nc2ccccc2n2c(C)nnc12
→ 0.3, 108
CC(=O)N1CCOc2cc(S(=O)(=O)NCc3ccc(C)cc3)c(C)cc21
→ -0.3, 105
Cc1ccc(S(=O)(=O)NC(C(=O)NC2CCCCC2)C(C)C)cc1 (stereo not given)
→ 0.4, 104

Reprinted from the results shown for reference:
Values run as follows: PV pol inh FP z-score, PV pol inh
CC(=O)N1CCOc2cc(S(=O)(=O)NCc3ccc(C)cc3)c(C)cc21
→ -0.3, 105
Cc1ccc(S(=O)(=O)NC(C(=O)NC2CCCCC2)C(C)C)cc1 (stereo not given)
→ 0.4, 104

(cont.)
Values run as follows: PV pol inh FP z-score, PV pol inh
Cc1cc(/C=C2\SC(=Nc3ccc(N4CCOCC4)cc3)N(C)C2=O)c(C)n1-c1cccnc1
→ 0.5, 104
Cc1ccc([C@H]2[C@@H](C#N)[C@H](C#N)N3CCCN23)cc1
→ -0.1, 102
O=C(CSc1ncnc2ccccc12)N(Cc1ccccc1)Cc1ccccc1
→ 0.2, 101
O=C(Cc1ccc(NC(=O)N2CCCCc3ccccc32)cc1)N1CCCCC1
→ -0.2, 100
CC(NS(=O)(=O)c1ccc(Cl)s1)C1CC2CCC1C2 (stereo not given)
→ 0, 102
COc1ccc(C2NS(=O)(=O)N=C3CCCN32)c(OC)c1 (stereo not given)
→ 0.5, 106
O=C1CC(c2ccccc2)CC2=C1CN(C1CCCCC1)CN2 (stereo not given)
→ 0.4, 102
CCCSc1ncc(Cl)c(C(=O)Nc2c(C(=O)Nc3ccc(OC)cc3)oc3ccccc23)n1
→ 1.4, 112
Cn1cccc1C(=O)NC(=O)CSc1cccc[n+]1[O-]
→ 1, 111
COCc1cc(=O)[nH]c(SCC(=O)c2ccccc2)n1
→ -0.7, 99
CCOc1ccccc1C(=O)NC1CCSC1=O (stereo not given)
→ -0.1, 101
CC(C)N1CCC(=O)NC1=O
→ 0.5, 101
NC(=O)COC(=O)Cc1ccc(Cl)c(Cl)c1
→ 0, 101
CCn1cc(C(=O)N2CCN(c3cccc(Cl)c3)CC2)c(=O)c2cc(S(=O)(=O)N3CCOCC3)ccc21
→ -0.1, 104
N#Cc1nc2c(-c3nc4ccccc4s3)c(N)n(CC3CCCO3)c2nc1C#N (stereo not given)
→ 1.4, 109
CCCN1CCCc2cc(CN(CCCN3CCOCC3)C(=O)Nc3ccc(Cl)c(Cl)c3)ccc21
→ 0.9, 111
CCc1ccc(NC(=O)N2CCN(Cc3cc(=O)n4nc(-c5ccccc5OC)sc4n3)CC2)cc1
→ 0.8, 111
CCOC(=O)c1c(C(=O)OCC)c(C)n(N2C(=O)CSC2=S)c1C
→ 0.3, 107
COc1ccc(C)cc1NC(=O)CN1CCCN(S(=O)(=O)c2ccc(Br)cc2)CC1
→ 0.3, 106
O=C(CSc1nc2ccccc2c(=O)n1CCc1ccccc1)c1ccc(Cl)cc1
→ -0.3, 100
Cc1ccc(NC(=O)Cn2cc(S(=O)(=O)N3CCCC3)c(S(=O)(=O)N3CCCC3)c2)cc1F
→ -0.7, 105
O=C(OCC(=O)c1c[nH]c2ccccc12)c1ccc2c(=O)n3c(nc2c1)CCCCC3
→ 0, 103
Cc1ccc(N(Cc2ccco2)C(=O)c2cccnc2)cc1
→ -0.9, 100
O=C1c2cccnc2C(=O)N1Cc1ccc(S(=O)(=O)N2CCCCC2)cc1
→ -0.5, 100
CCOc1ccc(-c2nc(CSCC(=O)N3CCOCC3)c(C)o2)cc1
→ 1.5, 104
NC(=O)COC(=O)COc1ccc(C(=O)c2ccccc2)cc1
→ -0.5, 100
CC1CCN(S(=O)(=O)c2nnc(NC(=O)c3cccc(Br)c3)s2)CC1
→ -0.5, 106
Cn1c(=O)c2nc(SCC(=O)Nc3ccc(OC(F)(F)F)cc3)n(C)c2n(C)c1=O
→ 0.7, 109
O=C(OCc1csc(-c2ccccc2)n1)C1CC(=O)N(Cc2ccco2)C1 (stereo not given)
→ 0.5, 107
O=c1[nH]c(=O)n(-c2ccccc2)c(O)c1C=Nc1ccc(S(=O)(=O)N2CCCCC2)cc1
→ -0.3, 99

Values run as follows: PV pol inh FP z-score, PV pol inh
CCOc1ccc(S(=O)(=O)Nc2ccc(-c3ccc(OC)nn3)cc2)cc1
→ 1.5, 112
CC(=O)N(c1ccccc1)c1nc(COC(=O)c2cc(C)oc2C)cs1
→ 0, 100
CCc1cc2c(=O)n(Cc3ccco3)c(SC(C)C(=O)N3CCc4ccccc43)nc2s1 (stereo not given)
→ 0.6, 108
COc1cc(COC(=O)c2ccc3c(c2)S(=O)(=O)N=C2CCCCCN23)cc(OC)c1OC
→ 1, 108
COc1ccc(NC(=O)C2=C(C)Nc3ncnn3C2c2cccn2C)cc1 (stereo not given)
→ 1.2, 111
O=C(c1cc2ccccc2oc1=O)N1CCSC1c1ccccc1 (stereo not given)
→ 0.5, 106
CC(=O)Nc1cccc(Oc2nnnn2-c2ccccc2)c1
→ -0.2, 101
CCOC(=O)c1c(NC(=O)/C=C/c2ccc(OCC)c(OC)c2)sc2c1CCC2
→ -2.9, 96
O=C(COC(=O)c1ccncc1)Nc1cccc2ccccc12
→ 0, 102
Cc1nc(-n2nc(C)c(CCC(C)C)c2C)sc1C(=O)Nc1cccc(Cl)c1C
→ 0, 104
O=C(Nc1ccccc1F)C(Cc1ccccc1)N1Cc2ccccc2C1=O (stereo not given)
→ 0.8, 111
C=CCc1ccccc1OCc1nc2ccc(C)cc2[nH]1
→ 1, 112
C=C(C)Cn1c(=O)c2c(nc3n2CC(C)CN3Cc2ccccc2)n(C)c1=O (stereo not given)
→ 0.2, 102
CCOc1ccc(NC(=O)CSc2nc(-c3cccc(Cl)c3)nc3c2Cc2c(CO)cnc(C)c2O3)cc1
→ -1.2, 101
O=C(NC1(C(F)(F)F)OCCO1)c1ccc(F)cc1
→ -0.5, 99
COc1ccc(-n2ncc(C(=O)Nc3ccc4c(c3)OCO4)c2C2CCN(C(=O)OC(C)(C)C)CC2)cc1
→ 0.4, 108
COc1cc2[nH]c(=O)n(CCCC(=O)NCc3ccccc3Cl)c(=O)c2cc1OC
→ 0.5, 107
CN1CCN(S(=O)(=O)c2ccc(Cc3ccc(S(=O)(=O)N4CCN(C)CC4)cc3)cc2)CC1
→ -0.2, 100
CN(CC(=O)N=c1sccn1C)S(=O)(=O)c1ccc(Cl)cc1
→ 0.2, 104
COC(=O)c1cc(OC)c(OC)cc1NS(=O)(=O)c1ccsc1C(=O)OC
→ -1.2, 97
Cc1ccc(C(=O)Oc2ccc(/C=N/c3cccs3)cc2)cc1
→ 0.2, 104
COc1ccc(-c2cc(C(F)(F)F)nc(S(=O)(=O)CCCC(=O)Nc3ccccc3C(F)(F)F)n2)cc1OC
→ 0.3, 106
CC(C)CNc1nc(SCC(N)=O)nc(N(C)C)n1
→ 0, 102
COc1cc(NC(=O)c2cccc(Cl)c2Cl)ccc1NC(=O)c1cc2ccccc2o1
→ 0.3, 107
CC(Oc1coc(CN2CCN(Cc3ccccc3)CC2)cc1=O)c1ccccc1 (stereo not given)
→ 0.7, 104
COc1ccc(CCNC2=CC(=O)OC23CCCCC3)cc1OC
→ -3*, 72*
COc1cc(Nc2ncnc3c2cnn3-c2ccc(Cl)cc2)cc(OC)c1OC
→ 0.4, 102
COCCOC(=O)C1=C(C)NC(SC)=C(C#N)C1c1ccccc1Cl (stereo not given)
→ 0.2, 103
O=C(NCCCN1CCN(c2cccc(Cl)c2)CC1)c1sc2ncccc2c1-n1cccc1
→ 0.5, 109
CCCSc1oc(-c2cccs2)nc1S(=O)(=O)c1ccc(Cl)cc1
→ 0.7, 107

Reformatted: results already given.
smiles	PV pol inh FP z-score	PV pol inh
CN(CC(=O)N=c1sccn1C)S(=O)(=O)c1ccc(Cl)cc1	0.2	104
COc1cc(COC(=O)c2ccc3c(c2)S(=O)(=O)N=C2CCCCCN23)cc(OC)c1OC	1	108
O=C(NCCCN1CCN(c2cccc(Cl)c2)CC1)c1sc2ncccc2c1-n1cccc1	0.5	109
CCOC(=O)c1c(NC(=O)/C=C/c2ccc(OCC)c(OC)c2)sc2c1CCC2	-2.9	96
Cc1ccc(C(=O)Oc2ccc(/C=N/c3cccs3)cc2)cc1	0.2	104
COc1ccc(NC(=O)C2=C(C)Nc3ncnn3C2c2cccn2C)cc1 (stereo not given)	1.2	111

Next part.
Values run as follows: PV pol inh FP z-score, PV pol inh
COc1cc(NC(=O)CSc2nnc(C)n3c2cc2oc(C)cc23)cc(OC)c1
→ 0.5, 110
Cc1cc(Oc2ccccc2)nc(Oc2ccc(OCCOc3ccc(Br)cc3)nn2)n1
→ 0.2, 102
CCOc1ccc(NC(=O)Cn2cc(C(=O)c3ccc(F)cc3)c(=O)c3cc4c(cc32)OCCO4)cc1
→ 0.4, 108
O=C(Nc1ccccc1C(F)(F)F)c1noc2c1CCc1ccccc1-2
→ 0.2, 102
CCOC(=O)c1ccc(Nc2ncnc3c2cnn3-c2cccc(Cl)c2)cc1
→ 0.5, 110
COc1ccc2c(C)c(CCC(=O)NCc3ccc(Cl)cc3)c(=O)oc2c1C
→ -0.8, 103
CC1(C)CC(=O)C(C=NCC(O)CO)=C(O)C1 (stereo not given)
→ -0.3, 98
CCN(CC)C(=O)c1ccccc1NC(=O)c1ccccc1
→ 0.8, 105
CN(C)/C=C/C(=O)c1ccsc1
→ -0.7, 102
CC(C)CNC(=O)c1nc(-c2ccccc2)n(-c2ccccc2)n1
→ -0.2, 101
N=C(N=C(N)N)N(c1ccccc1)c1ccccc1
→ -0.3, 100
Cc1c(CN2CC=C(c3ccccc3)CC2)c(=O)n(-c2ccccc2)n1C
→ 0.2, 105
O=C(NCCN1CCCCCC1)c1ccc(CS(=O)(=O)c2ccc(Br)cc2)o1
→ -0.8, 100
COc1ccc(NC(=O)c2ccc(NC(=O)CCS(=O)(=O)c3cccs3)cc2)cc1Cl
→ 1.1, 110
Cc1ccc(CNC(=O)C(C)n2c(=O)cc(C(F)(F)F)c3c(C)nn(C)c32)cc1 (stereo not given)
→ -1.8, 99
CCc1ccc(NC(=O)CSc2nc(-c3ccc(C)cc3)nc3c2Cc2c(CO)cnc(C)c2O3)cc1
→ 0, 107
CC(Nc1ncnc2c1cnn2C)C1CC2CCC1C2 (stereo not given)
→ 0.1, 102
Cc1cccc(C)c1NC(=O)c1nc(S(C)(=O)=O)ncc1N(Cc1ccc(F)cc1)Cc1ccco1
→ -1.4, 100
CC(C)CNC(=O)N1CCC2(CC1)NC(=O)c1ccccc1O2
→ -0.4, 100
Cc1c(C(=O)NCc2ccccc2)oc2ccc(S(=O)(=O)N3CCCC3)cc12
→ 0.2, 101
O=C(Nc1ccccc1)c1ccc(Cl)c(S(=O)(=O)Nc2ccccc2)c1
→ 0.6, 106
O=C(c1ccc2c(c1)N(Cc1ccccc1Cl)C(=O)c1ccccc1S2)N1CCCC1
→ -0.3, 104
COc1ccccc1N1CCN(c2nc3ccc(C)cc3nc2-n2nc(C)cc2C)CC1
→ -0.6, 103
Cc1ccc2c(COC(=O)c3ccccc3NCc3ccco3)cc(=O)oc2c1C
→ -0.1, 105
Cn1nnnc1SCC(=O)NC(C)(C)C
→ -0.8, 95
CCN(CC)CCNC(=O)c1ccc2c(c1)sc1nc(-c3ccc(F)cc3)cn12
→ -3.8*, 89*
O=C(O)c1ccc(-c2nnc(-c3ccccc3Cl)o2)cc1
→ -0.3, 101
Cc1cc(C)cc(NC(=O)Cn2cc(C(=O)c3ccccc3)c(=O)c3ccc(C)nc32)c1
→ 1.6, 116
